# Screening data as filed in PubChem.
# NadD block = NadD (S. aureus) enzyme inhibition; purified NadD enzyme, colorimetric absorbance read-out; inhibition, % at 20 µM; 360,000 compounds, 0.78% hits; AID 602399; in the data active = inhibition above about 26%; also: some compounds past the cut are filed as inactive
# Tb MetRS inh = Trypanosoma brucei MetRS inhibition | purified T. brucei MetRS, ATP depletion, Kinase-Glo luminescence | inhibition, % at 11.9 µM | 360,000 compounds, 0.4% hits | AID 624268;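 active = inhibition above a per-plate cutoff of the control wells' mean inhibition plus 3 SD, cut at about 5.5% in these data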;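 also: 0% = DMSO wells median and 100% = median of wells with control inhibitor compound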
#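 Assay system: T. brucei methionyl-tRNA synthetase, purified | Medium: HEPES buffer with MgCl2, KCl, DTT, spermine, BSA, pyrophosphatase | Compound: 11.9 µM single point | Incubation: 15 min enzyme-compound preincubation, 2 h reaction, 10 min detection, 25 °C | Measured by: Kinase-Glo luciferase luminescence reporting remaining unconsumed ATP | Measure: % inhibition normalized to control-well medians | Replication: Singlicate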
# DNMT1 block = blocks human DNA methyltransferase DNMT1 | DNMT1 molecular beacon, Hinp1I cleavage, fluorescence | inhibition (reported as % activation of signal), % at 10 µM | 360,000 compounds, 0.83% hits; in the data active = inhibition above about 50%
# Neddyl block = blocks human cullin neddylation. P61081+Q13564. TR-FRET cullin neddylation, biochemical. calls only at 25 µM. 360,000 compounds, 0.58% hits; in the data active = inhibition above about 36%
# Target sequence (P61081 whole entry, looked up): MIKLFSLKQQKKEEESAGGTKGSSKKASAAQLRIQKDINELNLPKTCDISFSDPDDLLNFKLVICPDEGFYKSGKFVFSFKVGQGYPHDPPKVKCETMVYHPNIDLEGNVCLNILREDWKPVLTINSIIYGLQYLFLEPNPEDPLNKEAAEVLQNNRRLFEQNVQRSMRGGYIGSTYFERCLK
# Target sequence (Q13564 whole entry, looked up): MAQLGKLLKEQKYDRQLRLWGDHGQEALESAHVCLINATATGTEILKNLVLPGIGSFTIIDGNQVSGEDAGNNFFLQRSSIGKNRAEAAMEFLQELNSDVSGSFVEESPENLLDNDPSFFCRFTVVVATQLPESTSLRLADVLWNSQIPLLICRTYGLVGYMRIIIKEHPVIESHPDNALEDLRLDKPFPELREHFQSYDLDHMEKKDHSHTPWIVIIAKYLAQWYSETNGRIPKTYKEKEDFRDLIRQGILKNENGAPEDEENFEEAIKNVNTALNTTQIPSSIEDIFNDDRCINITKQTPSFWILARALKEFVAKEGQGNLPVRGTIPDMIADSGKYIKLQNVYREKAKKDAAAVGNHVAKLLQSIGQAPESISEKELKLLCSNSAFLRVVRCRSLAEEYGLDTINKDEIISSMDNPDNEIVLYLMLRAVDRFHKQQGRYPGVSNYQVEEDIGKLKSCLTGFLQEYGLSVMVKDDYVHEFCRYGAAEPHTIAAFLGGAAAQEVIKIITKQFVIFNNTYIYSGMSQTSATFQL
# SUMO1 PPI mod = modulators of human SUMO1-mediated protein-protein interactions | P63165 | SUMO1 binding to a labelled peptide, TR-FRET, 1 h | inhibition, % at 20 µM | 360,000 compounds, 0.33% hits | AID 602429; in the data active = inhibition above about 37%
# Target sequence (P63165 whole entry, looked up): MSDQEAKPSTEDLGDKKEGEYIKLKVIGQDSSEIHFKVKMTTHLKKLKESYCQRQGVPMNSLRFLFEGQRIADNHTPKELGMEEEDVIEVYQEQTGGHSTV
# SKN-1 inh = blocks SKN-1 activity in C. elegans; inhibition, % at 21.8 µM; 360,000 compounds, 0.49% hits; AID 624304; C. elegans VP596 Pgst-4::GFP/RFP ratio, acrylamide-induced, 24 h;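 active = interference check ratio from 0.5 to 1.5 plus GFP to RFP signal ratio inhibition reaching or exceeding a fixed threshold, cut at about 30% in these data, passing the limit was not always enough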; also: some compounds called inactive have numbers as strong as hits
# Scp1 inh = blocks human Scp-1 phosphatase activity; Recombinant Scp1, phosphopeptide, malachite green phosphate absorbance; inhibition, % at 20 µM; 340,000 compounds, 0.88% hits;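 active = inhibition above about 50% at 20 µM, limit read from the data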;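 also: plate controls were DMSO wells with enzyme for no effect and wells lacking enzyme for full effect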
# Target sequence (Q9GZU7 76-261 limits assumed): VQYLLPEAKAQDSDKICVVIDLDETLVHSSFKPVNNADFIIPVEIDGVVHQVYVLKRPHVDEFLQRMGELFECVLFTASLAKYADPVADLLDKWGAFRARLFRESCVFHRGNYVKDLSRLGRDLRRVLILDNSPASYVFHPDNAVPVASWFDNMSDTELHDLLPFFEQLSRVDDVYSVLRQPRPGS
#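 System: SCP-1 catalytic domain; Reagent: Phospho 17-mer peptide substrate; Doses: one concentration, 20 µM, with 1.0% DMSO; Incubation: 45 min room-temperature reaction, 5 min colour, 30 min stabiliser; Signal: Phosphate-binding colour reagent, absorbance read at 630 nm.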
# LMPTP inh = blocks human LMPTP phosphatase; P24666; recombinant LMPTP-A, OMFP fluorogenic substrate, fluorescence intensity; AID 651560; 360,000 compounds, 0.22% hits; inhibition, % at 20 µM;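 active = compounds that cut the enzyme signal by at least half of the control window in the single-dose screen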;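 also: plate controls were DMSO wells with enzyme plus substrate for no effect and substrate without enzyme for full effect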
#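 Assay system: LMPTP-A, protein tyrosine phosphatase of low molecular weight / Medium: pH 6.0 Bis-Tris buffer with DTT and Triton X-100 / Schedule: 50 min enzyme reaction at room temperature, protected from light / Measured by: endpoint fluorescence intensity from OMFP dephosphorylation / Read-out basis: % inhibition relative to no-enzyme and uninhibited control wells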
# STEP block = inhibitors of human striatal-enriched phosphatase STEP; recombinant STEP, OMFP fluorogenic substrate, fluorescence; inhibition, % at 20 µM; 360,000 compounds, 0.25% hits;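 active = inhibition at 20 µM, scaled per plate between control wells, above about 37%, limit read from the data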;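 also: 0% = DMSO with enzyme and substrate and 100% = substrate only without enzyme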
#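 Test system: STEP tyrosine phosphatase / Reagent: OMFP at 25 µM / Doses: 20 µM, 1% DMSO / Read-out: percent inhibition scaled to no-enzyme and uninhibited-enzyme controls, plate-pattern corrected / Detection: FITC-channel fluorescence of OMFP product / Medium: Bis-Tris buffer pH 6.0, 2.5 mM DTT, 0.005% Tween 20 / Schedule: 20 min at room temperature, dark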
# CendR NRP1 mod = NRP-1/CendR interaction modulation. O14786. inhibition, % at 25 µM. AID 602438. 360,000 compounds, 0.85% hits. FAM-RPARPAR peptide binding to NRP-1, fluorescence polarization;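 active = inhibition or corrected inhibition above about 18%, plus a signal ratio from 0.5 to 1.5, limit read from the data, passing the limit was not always enough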; also: strong numbers were not always called active
# * marks the source's active call; other numbers are inactive results; i = inactive; · = not tested or not shown.
SMILES,NadD block,Tb MetRS inh,DNMT1 block,Neddyl block,SUMO1 PPI mod,SKN-1 inh,Scp1 inh,LMPTP inh,STEP block,CendR NRP1 mod
Cc1ccc(CNC(=O)c2ccc([N+](=O)[O-])o2)cc1,12,-0.9,-2,i,-24,2,0,-1.2,-1,10
CCOc1ccccc1NC(=O)c1cc(S(=O)(=O)NCc2ccco2)ccc1F,-5,-0.4,-4,i,6,10,-4,1.5,1,-4
COCCn1c(Cc2ccccc2)nnc1SCC(=O)Nc1oc(C)c2c(C)n[nH]c(=O)c12,6,-0.1,3,i,-20,-8,-4,-5.0,0,17
CC(C)(C)OC(=O)C[C@H]1C/C=C\C[C@@H](CC(=O)NCCO)C(=O)N2CCC[C@H]2COC1=O,-5,-0.3,3,i,1,3,0,-0.4,0,19
CCCCn1c(SCC(=O)c2ccc3c(c2)OCCO3)nnc1-c1ccco1,11,0.1,-2,i,-3,1,3,0.9,0,5
COC(=O)c1sccc1NC(=O)c1cccc(F)c1,-9,-0.1,-2,i,5,13,-17,-0.1,1,11
COC(=O)c1ccc(N2CCN(CC(=O)c3ccc(-c4ccccc4)cc3)CC2)c([N+](=O)[O-])c1,25,-1.6,-5,i,-16,10,-14,1.2,-2,1
Cc1cc(C)cc(NC(=O)Nc2cccnc2)c1,-4,0.7,3,i,-2,-10,-2,2.6,-4,-4
O=C(Cc1ccc([N+](=O)[O-])cc1)c1ccccc1,-4,-0.2,0,i,-15,9,-13,-2.1,4,3
O=C1CCCc2ccccc2N1Cc1cccc(Cl)c1,-1,-0.2,6,i,10,-1,-14,1.2,2,5
CC(=O)Nc1sc2c(c1C#N)CCC(C)C2 (centres undefined),-2,0.2,0,i,4,23,-6,1.2,4,3
Nn1c(SCC(=O)Nc2ccc3c(c2)OCO3)nnc1-c1ccncc1,0,-0.2,0,i,-1,-3,-3,-0.3,-2,-16

# Molecules from the list above with four or more nitrogen atoms:
SMILES,NadD block,Tb MetRS inh,DNMT1 block,Neddyl block,SUMO1 PPI mod,SKN-1 inh,Scp1 inh,LMPTP inh,STEP block,CendR NRP1 mod
COCCn1c(Cc2ccccc2)nnc1SCC(=O)Nc1oc(C)c2c(C)n[nH]c(=O)c12,6,-0.1,3,i,-20,-8,-4,-5.0,0,17
Nn1c(SCC(=O)Nc2ccc3c(c2)OCO3)nnc1-c1ccncc1,0,-0.2,0,i,-1,-3,-3,-0.3,-2,-16

# (cont.)
SMILES,NadD block,Tb MetRS inh,DNMT1 block,Neddyl block,SUMO1 PPI mod,SKN-1 inh,Scp1 inh,LMPTP inh,STEP block,CendR NRP1 mod
CN(CC(=O)Nc1cccc2c1CCCC2)S(=O)(=O)c1ccccc1,-6,-0.1,4,i,3,-9,-3,-1.2,2,7
O=C(NC1CCCCC1)N1CCCC(c2nc(-c3ccc(S(=O)(=O)N4CCCC4)cc3)no2)C1 (centres undefined),6,0.1,2,i,-2,3,-1,-1.3,-1,10
O=S(=O)(Nc1ccc2c(c1)CCC2)c1cccs1,8,-0.4,-1,i,-1,-3,-8,0.2,0,-12
C[C@@]12C(=O)N(CC3CCCO3)CC(=O)N1[C@H]1c3ccccc3OC[C@@H]1[C@@H]2c1ccccc1 (some centres undefined),-2,-0.4,-1,i,4,11,-3,-0.3,-4,14
CCOC(=O)c1cnn(CC2CCCCC2)c1N,0,-0.2,0,i,0,-10,6,0.2,6,-8
S=C(NCCN1CCOCC1)Nc1ccc(Cl)c(Cl)c1,-5,0.2,3,i,5,0,-3,-2.2,0,1
CCCNC(=O)CNC(=S)N(Cc1cc(OC)c(OC)c(OC)c1)C1CCCC1,-6,0.3,0,i,-3,8,-8,-1.2,0,3
Cc1c(C(=O)N2CCN(S(C)(=O)=O)CC2)oc2ccccc12,4,-0.4,0,i,1,8,-3,-1.3,0,9
CN(C)C(=O)c1ccc(NC(=O)CSc2nnc(-c3cccs3)n2N)cc1,-8,0.3,1,i,-1,16,-2,-0.3,-1,12
OCCN1CCN(c2ncnc3c2ncn3[C@H]2CN(Cc3cccnc3)C[C@@H](CO)O2)CC1,8,-0.3,2,i,-4,4,·,0.1,3,7
CC1(C)CC(=O)C=C(c2ccc(OC(F)(F)F)cc2)C1,-5,-0.1,5,i,-14,26,-8,-0.1,1,-1
O=C(Nc1cccc(-c2ccc(F)cc2)c1)C1CCCN(C(=O)c2cscn2)C1 (centres undefined),-10,-0.1,0,i,1,-10,-5,-0.9,-4,5

# Reprinted from the part before: three entries, then new ones.
SMILES,NadD block,Tb MetRS inh,DNMT1 block,Neddyl block,SUMO1 PPI mod,SKN-1 inh,Scp1 inh,LMPTP inh,STEP block,CendR NRP1 mod
OCCN1CCN(c2ncnc3c2ncn3[C@H]2CN(Cc3cccnc3)C[C@@H](CO)O2)CC1,8,-0.3,2,i,-4,4,·,0.1,3,7
CC1(C)CC(=O)C=C(c2ccc(OC(F)(F)F)cc2)C1,-5,-0.1,5,i,-14,26,-8,-0.1,1,-1
O=C(Nc1cccc(-c2ccc(F)cc2)c1)C1CCCN(C(=O)c2cscn2)C1 (centres undefined),-10,-0.1,0,i,1,-10,-5,-0.9,-4,5
CC(C)c1ccc(N2C(=O)C3C4C=CC(CC4)C3C2=O)cc1 (centres undefined),-9,-1.0,1,i,4,8,-5,-4.0,-2,4
C#CCSc1nc(C)cc(C(=O)OCC)c1C#N,-4,-0.8,3,i,-9,13,-11,-0.8,0,6
Cn1cccc1/C=N/NC(=O)Cn1cnc2ccccc21,4,-1.0,0,i,-4,-9,-2,-0.6,1,-7
Clc1ccc2c(SCC3CO3)c3ccccc3nc2c1 (centres undefined),-3,0.3,29,i,31,9,101*,20,62*,-4
Cc1ccccc1C(=O)Nc1cccc(-c2nnc(SCC(=O)O)n2C)c1,3,-0.3,3,i,3,25,-11,-1.0,0,-7
COC(=O)c1ccc(CSc2nnnn2-c2ccccc2)o1,-6,-2.0,1,i,1,-10,-4,-1.1,1,-3
CCOC(=O)C(Cc1ccc(O)cc1)NC(=O)CNC(=O)C(CC(C)C)NC(=O)OC(C)(C)C (centres undefined),0,-0.5,2,i,3,4,-8,-0.5,-2,0
O=c1[nH]c2cc3c(cc2cc1CN(CCCO)Cc1nnnn1Cc1ccc(F)cc1)OCO3,1,-0.6,-4,·,-7,-16,1,-1.1,1,-17
O=C1CCCN1CCCNc1nc(NCc2ccccc2)nc2ccsc12,-5,2.3,7,i,2,0,·,67*,0,3
CC(=O)Nc1ccc2nc(-c3ccc(Br)o3)[nH]c2c1,-7,-1.5,6,i,6,5,1,2.6,-1,4
COc1ccc(NC(=O)CC2C(=O)N(Cc3ccccc3)C(=S)N2CCN2CCOCC2)cc1 (centres undefined),-1,1.7,-3,i,5,-2,-3,-0.8,-3,-6
COc1ccc(CC2(CO)CCN(Cc3ccc4nsnc4c3)CC2)cc1,-3,0.3,-4,i,-23,10,-4,-0.3,1,-3
COc1ccc(C2=NN(CC(=O)Nc3ccccc3C)C(=O)CC2)cc1,-4,-0.6,1,i,-11,2,-19,-2.3,14,-24
CC1CN(c2ccc(C(=O)c3ccccc3C(=O)O)cc2[N+](=O)[O-])CC(C)O1 (centres undefined),-4,-0.4,2,i,-7,1,-11,0.5,-2,10
CC(C)(C)OC(=O)NCCCCCNC(=O)c1ncn(Cc2ccccc2)c1C(=O)NCCCCCNC(=O)OC(C)(C)C,-5,-0.5,-15,i,1,-2,-6,5.1,3,18
CC(C)CNC(=S)N1CCN(C(c2ccccc2)c2ccccc2)CC1,-2,-0.8,0,i,1,-3,-8,0.8,3,-6
CC(C)(C)c1ccc(C(=O)Nc2ccc([N+](=O)[O-])cn2)cc1,1,-0.1,-1,i,-1,8,-10,0.1,-2,13
CCOc1cc(-c2nc3ccccc3s2)ccc1O,-3,-1.2,-5,·,-5,-8,-12,1.6,-1,-7
O=C(NNC(=O)c1cc(Cl)ccc1[N+](=O)[O-])c1csc(N2CCOCC2)n1,1,-0.4,2,i,-20,-4,-6,0.2,-2,-2
CCC(=O)N(Cc1cc(=O)[nH]c2ccccc12)c1ccccc1OC,-1,-1.1,0,i,-3,15,-6,0.1,-4,3
COc1ccc(OC)c(C(=O)Cn2cnc3ccccc3c2=O)c1,2,0.1,-3,i,0,10,-5,-0.9,1,-4
COc1cccc(NC(=O)C2CCCCC2)c1,-9,-1.4,2,i,-1,-29,70*,0.0,1,0
N#C/C(=C/c1cccc([N+](=O)[O-])c1)C(=O)Nc1ccccc1O,17,-1.2,2,i,-25,-7,6,0.3,2,4
COc1ccc(NC(=O)c2ccc(S(=O)(=O)N(C)c3ccccc3)cc2)cc1S(=O)(=O)N1CCOCC1,-5,-0.2,-9,i,6,3,·,-0.8,0,6
COc1ccc2ccccc2c1CNC(C)CCc1ccccc1 (centres undefined),-8,-0.3,5,i,-10,10,3,0.0,-1,0
CCOc1cccc(-c2cc(C(=O)N3N=C(C)CC3(O)C(F)F)c3ccccc3n2)c1 (centres undefined),1,-0.4,2,i,1,10,-9,1.7,-5,0
CCOc1cc2c(C#N)c(N3CCCC3)nc(N)c2c(N)n1,-1,-0.3,2,i,8,7,4,3.6,2,4
O=C(C1=C(O)C(=O)N(CCN2CCOCC2)C1c1ccc(Cl)cc1)c1cc2ccccc2o1 (centres undefined),15,-0.2,-9,i,-19,11,-7,1.0,9,7
COc1cccc(C2CCCN2Cc2nc(-c3sccc3C)oc2C)c1 (centres undefined),10,-0.6,-5,i,-1,0,-4,1.1,-3,-30
CCN1CCN(c2nc3c(c(=O)n(C)c(=O)n3C)n2CCSc2ncccn2)CC1,3,0.5,3,i,-2,14,-8,-0.3,-2,-16

# Pulled by compound from the list above, three records:
SMILES,NadD block,Tb MetRS inh,DNMT1 block,Neddyl block,SUMO1 PPI mod,SKN-1 inh,Scp1 inh,LMPTP inh,STEP block,CendR NRP1 mod
Clc1ccc2c(SCC3CO3)c3ccccc3nc2c1 (centres undefined),-3,0.3,29,i,31,9,101*,20,62*,-4
N#C/C(=C/c1cccc([N+](=O)[O-])c1)C(=O)Nc1ccccc1O,17,-1.2,2,i,-25,-7,6,0.3,2,4
C[C@@]12C(=O)N(CC3CCCO3)CC(=O)N1[C@H]1c3ccccc3OC[C@@H]1[C@@H]2c1ccccc1 (some centres undefined),-2,-0.4,-1,i,4,11,-3,-0.3,-4,14
